MCL1 BIM primary: inhibitors of MCL1 binding to BIM-BH3, primary screen, biochemical, fluorescence polarization; Induced myeloid leukemia cell differentiation protein Mcl-1 (Homo sapiens), Q07820; GST-MCL1 / FITC-Bim-BH3 fluorescence polarization; inhibition, % at 10.9 µM; 320,000 tested, 0.68% active; AID 2057, 2009;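 active means inhibition above the mean inhibition of all tested compounds plus 3 SD, set per campaign, cut at about 40% in these data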;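 further: 0% = DMSO wells and 100% = unlabeled Bim-BH3 peptide control; higher means more loss of mP so more displacement of Bim peptide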
MEX-5 binding: MEX-5 zinc finger RNA-binding disruptors – biochemical, C. elegans, fluorescence polarization, MLPCN library, primary screen; Zinc finger protein mex-5 (Caenorhabditis elegans), Q9XUB2; MEX-5/FITC-TCR2 RNA binding; active compounds read low; activity score (negative = inhibition of binding), % at 10 µM; 300,000 tested, 0.38% active; AID 1832, 2009;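 active means inhibition past about -25% in most replicates, and total fluorescence under double the plate's negative control median, limit read from the data; inconclusive means replicates evenly split on the limit, or fluorescence at least double controls; inactive means too little inhibition in most replicates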;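 further: 0% = DMSO and -100% = 5 µM competing unlabeled TCR2 RNA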
Target sequence (Q9XUB2 whole entry, looked up): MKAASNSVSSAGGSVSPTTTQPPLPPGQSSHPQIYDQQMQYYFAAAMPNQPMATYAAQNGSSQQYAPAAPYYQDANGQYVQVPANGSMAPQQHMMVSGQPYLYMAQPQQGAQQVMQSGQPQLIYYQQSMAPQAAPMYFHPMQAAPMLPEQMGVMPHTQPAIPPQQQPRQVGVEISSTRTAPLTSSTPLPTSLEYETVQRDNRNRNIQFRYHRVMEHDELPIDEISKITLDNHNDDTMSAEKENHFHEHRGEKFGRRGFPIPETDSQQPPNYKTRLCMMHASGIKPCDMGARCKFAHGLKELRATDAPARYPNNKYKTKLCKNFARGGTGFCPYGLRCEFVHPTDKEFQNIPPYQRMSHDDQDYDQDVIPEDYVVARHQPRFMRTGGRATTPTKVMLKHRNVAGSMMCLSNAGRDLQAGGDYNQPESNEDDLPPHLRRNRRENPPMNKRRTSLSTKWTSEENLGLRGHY
PME-1 primary: PME-1 inhibitors via competitive probe labeling, primary screen, biochemical, fluorescence polarization, FP-Rh probe, HTS; AID 2130, 2009; Protein phosphatase methylesterase 1 (Homo sapiens), Q9Y570; recombinant PME-1; inhibition, % at 5.9 µM; 320,000 tested, 0.53% active;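 active means inhibition above the campaign mean of all compounds plus 3 SD, cut at about 26% in these data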;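 further: competitive labeling of PME-1 active site by serine hydrolase directed probe; 0% = PME-1 with DMSO and 100% = wells lacking PME-1 enzyme; inhibitors block probe labeling so polarization falls and inhibition rises; many of its hits are not listed in these tables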
Target sequence (Q9Y570 whole entry, looked up): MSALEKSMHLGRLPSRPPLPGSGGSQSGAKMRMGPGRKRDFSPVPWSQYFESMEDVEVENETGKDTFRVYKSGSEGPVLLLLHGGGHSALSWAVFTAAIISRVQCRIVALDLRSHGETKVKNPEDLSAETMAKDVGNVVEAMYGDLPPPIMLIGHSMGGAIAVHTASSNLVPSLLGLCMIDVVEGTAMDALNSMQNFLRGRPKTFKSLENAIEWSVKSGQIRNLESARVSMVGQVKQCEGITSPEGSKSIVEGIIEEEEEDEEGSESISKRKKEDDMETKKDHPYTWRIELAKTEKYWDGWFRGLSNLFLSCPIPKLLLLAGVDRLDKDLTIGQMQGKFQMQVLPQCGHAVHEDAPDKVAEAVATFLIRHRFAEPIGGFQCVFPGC
PAFAH1B2 FP inh: PAFAH1B2 enzyme inhibitors, primary screen, biochemical, fluorescence polarization, human. 340,000 tested, 1.2% active. Platelet-activating factor acetylhydrolase IB subunit alpha2 (Homo sapiens), P68402. inhibition, % at 3.39 µM. recombinant PAFAH1B2, FP-rhodamine activity probe;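 active means inhibition above the mean of all tested compounds plus 3 SD, cut at about 24% in these data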;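 further: 0% = enzyme with DMSO and 100% = wells lacking PAFAH1B2; many of its hits are not listed in these tables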
Target sequence (P68402 whole entry, looked up): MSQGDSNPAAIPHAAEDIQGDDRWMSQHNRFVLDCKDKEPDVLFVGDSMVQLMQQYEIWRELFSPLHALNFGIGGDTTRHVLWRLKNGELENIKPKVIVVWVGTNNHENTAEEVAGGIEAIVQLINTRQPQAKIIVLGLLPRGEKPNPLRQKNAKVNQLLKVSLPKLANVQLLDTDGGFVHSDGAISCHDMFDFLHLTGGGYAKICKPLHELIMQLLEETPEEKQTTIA
GLD-1 TGE inh: GLD-1/TGE RNA complex disruptors, primary screen, biochemical, fluorescence polarization. Female germline-specific tumor suppressor gld-1 (Caenorhabditis elegans), Q17339. purified GLD-1 + fluorescein TGE RNA. inhibition, % at 5.96 µM. 320,000 tested, 0.44% active;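 active means percent inhibition above a per-plate cutoff, the plate mean of test compounds plus 3 SD, cut at about 30% in these data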;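 further: 0% = DMSO wells with GLD-1 and probe and 100% = wells lacking GLD-1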
Fam108B counter: mouse Fam108B serine hydrolase inhibitors, primary screen, counter-screen for RBBP9 inhibitor project, biochemical, fluorescence polarization; recombinant Fam108B, FP-Rh probe fluorescence polarization; inhibition, % at 9.51 µM; 300,000 tested, 0.33% active; AID 1947, 2009;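 active means inhibition above the screen mean inhibition plus 3 SD, computed separately per campaign, cut at about 18% in these data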;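 further: inhibitors lower polarization as less probe binds the enzyme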
AHR activator: AHR activators, primary screen, cell-based, luminescence, luciferase reporter, human. activation, % at 5 µM. AHR-responsive luciferase reporter cells. 320,000 tested, 2.5% active. Aryl hydrocarbon receptor (Homo sapiens), P35869. AID 2796, 2010; in the data active means activation above about 47%;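 further: 0% = vehicle wells and 100% = reference agonist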
Bcl-xL primary: inhibitors of human Bcl-xL, primary screen, biochemical, fluorescence polarization, HTS. Bcl-2-like protein 1 (Homo sapiens), Q07817. 320,000 tested, 0.7% active. GST-Bcl-xL / FITC-Bim BH3 peptide fluorescence polarization. inhibition, % at 10.9 µM. AID 2129, 2009;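 active means inhibition above the mean of all tested compounds plus 3 SD, cutoff set per campaign, cut at about 30% in these data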;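 further: 0% = DMSO wells and 100% = unlabeled Bim-BH3 peptide competitor; inhibitors lower millipolarization by displacing the labeled peptide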
pPAFAH FP inh: pPAFAH enzyme inhibitors, primary screen, biochemical, fluorescence polarization, human | recombinant pPAFAH, FP-rhodamine probe fluorescence polarization | inhibition, % at 3.39 µM | 330,000 tested, 1.5% active;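 active means inhibition above the mean inhibition across the screen plus 3 SD, cut at about 25% in these data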;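 further: inhibitors block binding of the rhodamine activity-based probe so polarization drops; 0% = enzyme with DMSO and 100% = wells lacking pPAFAH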
Starred values were filed as active, the others as inactive; u = inconclusive; x = no result given; + = active, no number. These rows are one share of the data. The share of hits here may be higher or lower than overall.

No. | SMILES | MCL1 BIM primary | MEX-5 binding | PME-1 primary | PAFAH1B2 FP inh | GLD-1 TGE inh | Fam108B counter | AHR activator | Bcl-xL primary | pPAFAH FP inh
1 | CCn1c(P(C)(=O)O)nc2ccccc21 | 5 | -1.6 | -4 | 7 | 0 | -5 | 5 | 4 | 2
2 | Cn1c(O)c(C(c2ccccn2)c2c(O)n(C)c(=S)n(C)c2=O)c(=O)n(C)c1=S | 4 | 1.7 | -18 | 4 | -2 | -1 | 4 | 6 | -6
3 | CC(=NCCC1=CCCCC1)c1c(O)[nH]c(=O)[nH]c1=O | 8 | 3.3 | -3 | 4 | 37* | 5 | 3 | 4 | -1
4 | COc1ccc(CN2CCN(Cc3ccccc3F)CC2)cc1 | 1 | -4.6 | -6 | -2 | 4 | 1 | -1 | 1 | 3
5 | CCC(C)N1C(=O)NC(=O)C2(Cc3cc(C)ccc3N(C)C2)C1=O (stereo not given) | 2 | -1.3 | -4 | 3 | -3 | 2 | 10 | 10 | -1
6 | COC(=O)C1=C(c2ccc(F)cc2OCc2ccccc2)C[C@@H]2CC[C@H]1N2C | 2 | x | 1 | 4 | 3 | x | 0 | 1 | 1
7 | CCCN1CCC[C@@H]2Cc3[nH]ncc3C[C@H]21 | 1 | -0.8 | 5 | 5 | 4 | -5 | -3 | -5 | 8
8 | CCCCn1c(=O)c(C(=O)Nc2ccsc2C(=O)OC)c(O)c2ccccc21 | -4 | -0.3 | -2 | 1 | 4 | -6 | 27 | -3 | 0
9 | Cc1ccc2cccc(OC(=O)N3CCCC3)c2n1 | 3 | -0.3 | 1 | 9 | 7 | -1 | -2 | 7 | 0
10 | Cc1c(CC(=O)N2C[C@H]3C[C@@H](C2)c2cccc(=O)n2C3)c(=O)oc2cc(O)c(Cl)cc12 | 16 | -0.3 | -5 | 2 | 15 | 0 | 2 | 16 | -3
11 | CC(Cc1ccccc1)NC(=O)NC(C)Cc1ccccc1 (stereo not given) | -2 | 1.1 | -4 | 7 | -2 | -5 | 5 | -6 | 0
12 | CC(=O)Nc1ccccc1C(=O)OCC(=O)c1cccc2ccccc12 | -2 | 3.2 | 2 | 3 | 1 | -7 | 0 | 1 | -3
13 | O=C(CCNC(=O)N1C[C@H]2C[C@@H](C1)c1cccc(=O)n1C2)Nc1cccc(Cl)c1 | 10 | 2.8 | 2 | 4 | 7 | 0 | 1 | 5 | -4
14 | COc1ccc2[nH]cc(CCNCc3cccnc3)c2c1 | 5 | 1.2 | -4 | 1 | 4 | -2 | 5 | 11 | -2
15 | COc1cccc(/C=C2\N=C(c3cncc(Br)c3)OC2=O)c1 | -3 | -1.3 | -2 | 4 | 2 | 2 | 1 | 6 | -2
16 | COc1ccc(N2C(=O)/C(=C/c3ccco3)C(=O)NC2=S)cc1 | 54* | -95* | -12 | 16 | -9 | 17 | 4 | 32* | 40*
17 | O=C(COc1ccccc1)N1CCN(CCN2C(=O)c3cccc4cccc(c34)C2=O)CC1 | 4 | 2.3 | -1 | -1 | 13 | 1 | -2 | 5 | 2
18 | Cc1ccc(-n2c(C)cc(/C=C3/C(=O)NC(=O)N(Cc4ccco4)C3=O)c2C)cc1 | -28 | -3.5 | 2 | -3 | -9 | 4 | 0 | -10 | 11
19 | c1ccc2sc(NC3=NCCN3)nc2c1 | -4 | 2.8 | 1 | 3 | 1 | 0 | 21 | 2 | 2
20 | O=c1cc(C(F)(F)F)c2cc3c4c(c2o1)CCCN4CCC3 | + | u | 16 | 15 | + | 12 | 0 | + | 26*
21 | CC1N(O)C2CCCCCC2N1O (stereo not given) | 2 | 2.5 | -2 | -2 | 13 | -2 | 4 | -1 | 2
22 | COc1ccc(N2C(=O)NC(=O)/C(=C/c3cccc(OC(=O)c4cccs4)c3)C2=O)cc1Cl | 10 | 1.8 | -7 | x | -11 | 1 | 19 | 0 | 1
23 | COc1ccc(C(=O)C2CCCN(Cc3cccc(C)n3)C2)c(OC)c1 (stereo not given) | 6 | -3.2 | -3 | 4 | 5 | -1 | 5 | 3 | -1
24 | CC[N+]12CCC(CC1)C(C(O)(c1ccccc1)c1ccccc1)C2 (stereo not given) | -4 | 0.3 | -1 | -1 | 8 | -3 | 0 | -2 | -2
25 | CCN1C[C@]2(CO)CC[C@H](OC)[C@@]34C5C[C@H]6[C@H](OC)C5[C@](O)(C[C@H]6OC)[C@@](O)(C(OC)C23)[C@@H]14 (stereo not given in full) | -2 | 1.5 | -8 | 1 | 2 | -2 | -1 | -1 | -3
26 | COc1ccc(CC(C)NC2CCCCCC2)cc1 (stereo not given) | 3 | 2.9 | -9 | -1 | 8 | 3 | -2 | -1 | 3
27 | CC(C)c1ccc(O)c(CN2CCN(c3ccccc3)CC2)c1 | 3 | 1.3 | 2 | -3 | 2 | -3 | -1 | 0 | 9
28 | COc1cc(C)c(CN2CC=C(c3ccc(F)cc3)CC2)cc1C | 2 | 4.8 | 1 | 1 | -1 | 1 | -2 | 0 | -5
29 | Cc1ccc2c(c1)CC1(CN2C)C(=O)NC(=O)N(c2cc(C)ccc2C)C1=O (stereo not given) | 4 | -1.3 | 1 | 4 | 3 | 0 | 0 | 4 | -2
30 | O=C(CN1CCCCC1)c1ccc(F)cc1 | -3 | 1.1 | -6 | 4 | 1 | 2 | 1 | 4 | 0
31 | COC(=O)C1=C(c2ccc(Cl)c(C(F)(F)F)c2)C[C@@H]2CC[C@H]1N2C(=O)N1CCC(C)CC1 | -3 | x | 6 | 4 | -3 | x | 5 | -7 | -3
32 | CNC(=O)NC(O)C(Cl)(Cl)Cl (stereo not given) | -3 | 3.1 | 5 | 3 | 0 | -2 | -7 | -2 | 7
33 | CCCOP(=O)(O)c1c([N+](=O)[O-])cc(C(F)(F)F)cc1[N+](=O)[O-] (tested in a mixture with another compound) | -2 | -0.2 | -10 | 4 | -6 | -2 | 2 | 4 | -2
34 | O=C(c1ccc(Cl)cc1)N1CCC2(CC1)OCCO2 | -1 | -2.9 | 2 | 4 | -1 | -2 | -3 | -4 | -1
35 | OCC1(CO)COC(c2cccnc2)N1 (stereo not given) | 0 | 2.4 | -7 | 3 | 5 | -1 | 2 | 3 | 5
36 | C=COCCn1c(C)c(C(C)=O)c2cc(O)ccc21 | -7 | 0.0 | 1 | 7 | 3 | 0 | 16 | -2 | -1
37 | CC(C)CNC(=O)/C=C/C=C/CCCCCC/C=C/c1ccc2c(c1)OCO2 | x | x | x | 4 | 12 | x | 26 | x | 6
38 | COP(=O)(OC)C(Nc1ccccn1)c1ccccc1 (stereo not given) | 19 | -0.8 | 1 | -3 | 0 | 1 | 1 | 6 | 1
39 | CC(NC(=O)Cc1cccc2ccccc12)C(=O)N1CCC(=O)CC1 (stereo not given) | 10 | -1.2 | -6 | -1 | 7 | 4 | 1 | 12 | 0
40 | O=C1NC(=S)NC(=O)C1C1CCCCC1 | -21 | 2.0 | -8 | 4 | 0 | 1 | 2 | -25 | 2
41 | CCOC(=O)C1SC2(C(F)(F)F)CC1(O)c1c(C)cc(C)nc1O2 (stereo not given) | 9 | -2.8 | -5 | -1 | -3 | 1 | 0 | -1 | 2
42 | CC(=NC(C)c1ccccc1)c1c(O)[nH]c(=O)[nH]c1=O (stereo not given) | -2 | 1.0 | 2 | 4 | 3 | -2 | 1 | 2 | 0
43 | COC(=O)C1=C(c2ccc(OC(F)(F)F)cc2)C[C@@H]2CC[C@H]1N2C(=O)NC(C)C | 5 | x | 0 | 7 | 2 | x | -1 | -1 | 2
44 | CCOC(=O)N(c1ccccc1)P1(=S)OCCO1 | 7 | 1.0 | 5 | 2 | 0 | 3 | 1 | 6 | 1
45 | CN1CCN(c2ccc(C(N)=O)cc2N)CC1 | 7 | 1.2 | -4 | 4 | 3 | 2 | 0 | 0 | -3
46 | COC(=O)C1=C(c2ccc(OC(F)(F)F)cc2)C[C@@H]2CC[C@H]1N2C(=O)NCCCOC(C)C | -2 | x | 1 | 4 | 1 | x | -1 | -1 | -2
47 | CCCCCn1c(=O)c(C(=O)Nc2cnccn2)c(O)c2ccccc21 | 4 | 2.9 | 3 | -1 | -1 | -1 | 29 | 6 | 0
48 | O=C(Cc1ccccc1)OCC(=O)c1ccc(F)cc1 | x | x | x | 2 | -2 | x | -1 | x | 16
49 | Cc1nn(C)c(C)c1/C=C1/CC2C3CC=C4CC(O)CCC4(C)C3CCC2(C)C1=O (stereo not given) | 4 | 1.1 | 1 | 0 | -1 | -2 | 2 | 1 | 3
50 | COc1ccc(CCNCc2ccc(C)s2)cc1OC | 10 | -1.3 | 3 | 6 | -9 | -2 | 1 | 0 | 2

Next part:
No. | SMILES | MCL1 BIM primary | MEX-5 binding | PME-1 primary | PAFAH1B2 FP inh | GLD-1 TGE inh | Fam108B counter | AHR activator | Bcl-xL primary | pPAFAH FP inh
51 | CC(=O)OC1CCC2(/C=N/O)C(=CCC3C4CCC(=O)C4(C)CCC32)C1 (stereo not given) | -12 | -0.7 | -10 | 4 | 2 | 0 | -1 | -1 | 4
52 | CN1CCCN(c2ccc([N+](=O)[O-])nc2)CC1 | 6 | 1.8 | -3 | 2 | 12 | 4 | 1 | 9 | -1
53 | CCOC(=O)C1(CCOc2ccccc2)CCN(Cc2ccc(C)s2)CC1 | 3 | 0.5 | 0 | -1 | -2 | 0 | 1 | 1 | 3
54 | Cc1ccccc1C1=NCC(=O)N(CC(=O)N2CCCCC2)c2sc(C)c(C)c21 | 4 | 0.6 | 5 | 9 | -3 | 0 | -2 | 3 | 2
55 | CCCCOc1ccc(CC2C(=O)N(C)C(=O)N(C)C2=O)cc1 | -8 | 0.5 | -4 | 3 | 1 | -7 | 14 | -5 | -11
56 | CCOC(=O)C(NC(=O)CCl)(Nc1ccc(C(O)(C(=O)OCC)C(F)(F)F)cc1)C(F)(F)F (stereo not given) | -4 | -0.4 | 4 | 6 | 0 | -1 | 17 | -3 | -1
57 | CN(C)C1C(=O)C(C(N)=O)=C(O)C2(O)C(=O)C3=C(O)c4c(O)cccc4C(C)(O)C3C(O)C12 (stereo not given) | 105* | -20 | -10 | 10 | 44* | 15 | -3 | 51* | 73*
58 | CCCCn1c(O)c(C(=O)/C=C/c2ccc3c(c2)OCO3)c(=O)[nH]c1=O | 0 | -36* | 0 | 13 | -11 | 2 | -1 | 2 | 3
59 | Cc1ccc2c(c1)C1CN(C)CCC1N2C(=O)c1cn(-c2ccccc2)nc1-c1ccccc1 (stereo not given) | 1 | -0.5 | 25 | -1 | 4 | -3 | 2 | 0 | 0
60 | CCOC(=O)c1c(NC(NC(=O)CF)C(Cl)(Cl)Cl)sc2c1CCCC2 (stereo not given) | 4 | 1.5 | 1 | 0 | 0 | 0 | 2 | -3 | 12

From PubChem BioAssay
